# Compound activity from PubChem.
# 14-3-3 PPI: modulators of 14-3-3 gamma protein binding, primary screen, biochemical, fluorescence polarization | actives 0.19% (n = 160,000) | inhibition, % at 40 µM | 14-3-3 protein gamma (Homo sapiens), P61981 | FP, 14-3-3gamma / TMR-pS259-Raf peptide binding; in the data active means inhibition above about 30%;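 further: 0% = protein plus tracer without compound and 100% = blank with tracer alone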
# Target sequence (P61981 whole entry, looked up): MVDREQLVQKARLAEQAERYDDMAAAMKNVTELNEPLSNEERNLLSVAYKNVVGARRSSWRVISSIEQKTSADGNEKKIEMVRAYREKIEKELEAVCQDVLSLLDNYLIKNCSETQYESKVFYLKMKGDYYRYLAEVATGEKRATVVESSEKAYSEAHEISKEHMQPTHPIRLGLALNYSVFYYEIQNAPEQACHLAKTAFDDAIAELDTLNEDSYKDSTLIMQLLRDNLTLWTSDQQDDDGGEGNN
# Starred values were filed as active, the others as inactive; & = joins results of further samples. An excerpt (hit frequency here may not be typical).
SMILES,14-3-3 PPI
CCOc1ccc(-c2nnn(CC(=O)NCc3ccco3)n2)cc1,-10
CC(C)Cn1c(=O)c(C(=O)Nc2ccncc2)c(O)c2ccccc21,3
COc1ccc(S(=O)(=O)c2c(C)c(NC(=O)c3ccc(Cl)cc3)cc(C)c2O)cc1,2
CCN(CCNS(=O)(=O)c1ccc2c(c1)CCN2C(=O)C1CCC1)c1ccccc1,16
O=C(NCCCN1CCCC1)c1cc(-c2ccccn2)nc2ccccc12,4
COc1ccc(C(=S)N2CCOCC2)cc1OC(=O)c1cccc([N+](=O)[O-])c1,-4
COc1cc(/C=N/n2c(SC)nnc(C(C)(C)C)c2=O)ccc1O,0
CCC(=O)OCCNc1cc(SCc2ccc(Cl)cc2)c2nonc2c1[N+](=O)[O-],-7
CCC(=O)NC(Nc1cccc(C)n1)(C(F)(F)F)C(F)(F)F,1
CCOC(=O)c1cnc(-n2nc(C)cc2C)nc1NC(C)c1ccccc1 (centres undefined),-7
CC(C)(C)OC(=O)C(C(=O)OC(C)(C)C)c1ccc(Cl)nn1,-2
Cc1ccc(CNC(=O)CCc2c(C)nc3ncnn3c2C)cc1,-1
CN(Cc1ccccc1)C(=O)C1CCN(S(=O)(=O)c2cccc3nsnc23)CC1,-5
CC1C(=O)SC2(CCCCC2)N1c1ccc(Cl)cc1 (centres undefined),-5
CCn1c(SCC(=O)NCc2ccc(F)cc2)nc2c(c1=O)SC(C)C2 (centres undefined),0&7
O=c1oc2cc(O)ccc2cc1-c1nc(-c2ccc([N+](=O)[O-])cc2)cs1,-7
O=C(CC1N=C2c3ccccc3N=C(SCc3ccc(Cl)cc3)N2C1=O)N1CCN(c2ccccc2)CC1 (centres undefined),-48
O=C(CN1C(=O)CSc2ncccc21)N1CCOCC1,1
CNc1ccccc1C(C)(C)c1cc(-c2ccco2)n[nH]1,0
CCOC(=O)c1c(C)n(C(=O)c2ccco2)c(=O)n1C(=O)c1ccco1,-3&-12
O=C(Nc1ccncc1)c1ccc([N+](=O)[O-])cc1,0
COCCn1c(=NC(=O)CSCC(=O)NC2CCCCC2)sc2cc(OC)ccc21,3
CCN1C(=O)CC(C(=O)O)SC1=Nc1ccc(OC)cc1 (centres undefined),3
CC(=O)c1nn(-c2ccccc2)c2c1CCCC2,-4
CCCCn1c(C(C)NC(=O)c2ccccc2)nc2ccccc21 (centres undefined),0
Cc1cc(C)n(C2=NS(=O)(=O)c3ccccc32)n1,-3
COc1ccc(C2CC(=O)C3=C(C2)NC(C)=C(C(=O)Nc2ccc(C)cc2)C3c2ccc(Cl)cc2)cc1OC (centres undefined),-5
CC(C)C(c1nnnn1Cc1cccs1)N1CCN(C2CCCC2)CC1 (centres undefined),-10
CC1CCN(C(=O)CN2C(=O)C(=O)c3ccccc32)CC1,2
OC1(C(F)(F)F)NN=C2C=Cc3ccccc3N21 (centres undefined),-3
COc1ccccc1C(=O)N1CCN(c2nc3cc(C)c(C)cc3cc2C#N)CC1,-7
Cc1ccc(=O)n(C(C(=O)NCc2ccco2)C(=O)c2ccc(F)cc2)c1 (centres undefined),-9
CC1CCC2C(=O)N(c3ccccc3OCC(=O)c3ccccc3)C(=O)C2C1 (centres undefined),-8
CCC(C)NC(=O)C1CC(=O)N(c2ccc(C(C)C)cc2)C1 (centres undefined),0
CC(C)OCCCNc1ncnc2ccccc12,-2
CCOc1cc(C2NC(=S)N(C)C(C)=C2C(=O)OC)ccc1OC(=O)c1ccccc1 (centres undefined),6
Cc1nnc(SCC(=O)Nc2ccc3ccccc3c2)[nH]c1=O,-7
COc1ccc(OC)c(C2C(C(=O)Nc3ccccc3F)=C(C)NC3=C2C(=O)CC(C)(C)C3)c1 (centres undefined),-3
Cn1c(SCC=Cc2ccccc2)nc2sc3c(c2c1=O)CCC3,-24
Cc1ccc(Nc2nnc(-c3ccc(C)c(S(N)(=O)=O)c3)c3ccccc23)cc1,-12
CC1(C)Cc2nc(N)c(=O)sc2C1,-10
O=C(C1=C(O)C(=O)N(CCc2ccccc2)C1c1ccc(Br)cc1)c1cccs1 (centres undefined),-1
COc1ccc(S(=O)(=O)CCC(=O)Nc2cc(C)ccn2)cc1,-6
Cc1ccc(Oc2ccc(-n3c(C)ccc3C)cc2)cc1,-58
CCN(CC)c1ccc(CN(C(=O)c2ccco2)C2CCS(=O)(=O)C2)cc1 (centres undefined),-5
Cc1cccc(NC(=O)c2ccccc2NC(=O)c2cccc(S(=O)(=O)N3CCOCC3)c2)c1,-11
O=C(Oc1ccc(N2C(=O)C3CCCCC3C2=O)cc1)c1ccccc1 (centres undefined),0
CCOC(=O)C1CCN(C(=O)COc2cc(C)c(Br)cc2C)CC1,-7
CC1(C)Cc2nc(Cl)c(C#N)cc2CO1,-1
COc1ccc(C2=NN(c3ccccc3)C(c3ccc(F)cc3)C2)cc1 (centres undefined),-11
O=C(CN1CCN(Cc2ccccc2Cl)C1=O)NCc1ccco1,-4
COc1ccc(-c2nn(-c3ccccc3)cc2C(=O)Oc2ccc(C)cc2)cc1OC,-7
CCC(C)NC(=O)c1ccccc1NC(=O)C(C)N(c1ccccc1)S(C)(=O)=O (centres undefined),-2
COC(=O)c1sc(NC(=O)c2cccc(I)c2)nc1C,-12
C=C(c1ccccc1)c1ccc(N(C)C)cc1,-3
O=C(Nc1ccc2c(c1)CCC2)C1CCCN(c2ncccn2)C1 (centres undefined),-7
CC(C)C(C(=O)NC(C)(C)C)N1C(=O)c2ccccc2C1=O (centres undefined),2
O=C(CCNc1n[nH]c(=O)[nH]c1=O)N1CCCCC1,-4
Cc1ccc(Cn2nc(C)c(NC(=O)c3noc4c3CCCCC4)c2C)cc1,-2
CC(NC(=O)C1CCN(S(C)(=O)=O)CC1)c1ccccc1 (centres undefined),3

# The list continues.
SMILES,14-3-3 PPI
Cc1ccc(CC2C(=O)N(CC(=O)O)C(=O)C2C)cc1 (centres undefined),-5
CC(NC(=O)c1cc(-c2cccs2)on1)c1ccccc1 (centres undefined),-11
O=C(CCn1nnc(-c2cccs2)n1)N1CCc2ccccc2C1,-6
COc1ccc(C(c2sc3nc(C)nn3c2O)N2CCc3ccccc3C2)cc1 (centres undefined),-2
CCn1cc(C(=O)N(C)c2ccccc2Cl)c2cc(OC)c(OC)cc2c1=O,11
COc1ccccc1NC1=C(n2nnc3ccccc32)C(=O)c2ccccc2C1=O,-6
CC1C(O)CC(c2ccc(Cl)cc2)NC1c1ccc(Cl)cc1 (centres undefined),0
O=C1CSc2ccc(C(=O)NCCCN3CCC(Cc4ccccc4)CC3)cc2N1,-91
CCCc1nc2ccccc2c(=O)n1NC(=O)c1c(O)c2cccc3c2n(c1=O)CCC3,2
CCc1nnc(N2C(=N)SCC2=O)s1,-16
COCCOC(=O)C1=C(C)NC2=C(C(=O)CCC2)C1c1cc(OC)c(O)c(OC)c1 (centres undefined),5
Cc1ccc(NC(=O)c2cccc(Oc3ccc([N+](=O)[O-])cc3)c2)c(C(=O)O)c1,-10
CC1(C)C(=O)OC(c2ccc([N+](=O)[O-])cc2)C2(CCCCC2)C1=O (centres undefined),-1
O=C(Cc1cccs1)Nc1ccccc1C(=O)O,-3
COc1ccc(-n2nc(C(=O)N(C)Cc3ccccc3)c3ccccc3c2=O)c(OC)c1,2
O=C(CCCCCN1C(=O)c2ccccc2C1=O)NCc1ccccc1,-13
O=C(Cn1c(=O)[nH]c2ccccc2c1=O)NC1CC1,-6
O=C(CCS(=O)(=O)Cc1ccc(Cl)cc1)NCC1CCCO1 (centres undefined),-3
O=C(c1cc2cc(Br)ccc2oc1=O)N1CCSC1c1ccc([N+](=O)[O-])cc1 (centres undefined),-2
CCOc1ccc2nc(SCc3c[nH]c4cc([N+](=O)[O-])ccc34)sc2c1,3
O=C(CCS(=O)(=O)c1nc(-c2ccc3c(c2)OCO3)cc(C(F)(F)F)n1)Nc1cccc(O)c1,-28
C=CCn1c(SCc2c(C)noc2C)nc2cc(C(=O)O)ccc2c1=O,-4
Cc1ccccc1C(=NS(=O)(=O)c1ccc(Br)cc1)Nc1ccccc1,-2
O=C(CN1C(=O)C2C3C=CC(C3)C2C1=O)OCC(=O)c1ccc(Br)cc1 (centres undefined),3
Cc1[nH]nc2c1C(c1ccccc1F)NC2=O (centres undefined),-2
COCc1nnc(NC(=O)c2ccc(S(=O)(=O)N(C)C3CCCCC3)cc2)o1,6
O=C(Nc1cccc(OC(=O)c2cc(S(=O)(=O)N3CCOCC3)ccc2Cl)c1)c1ccco1,-3
CCCCOc1ccc(-c2nnn(C(C)(C)C(=O)OC)n2)cc1,2
CSc1nncc(-c2ccc(F)cc2)n1,-2&2
CCOc1ccc(-n2c(SCC(=O)Nc3nnc(C)s3)nc3c(c2=O)SCC3)cc1,-38

# Exported tab-delimited: 18 of the compounds above.
Molecule	14-3-3 PPI
CCc1nnc(N2C(=N)SCC2=O)s1	-16
COCCOC(=O)C1=C(C)NC2=C(C(=O)CCC2)C1c1cc(OC)c(O)c(OC)c1 (centres undefined)	5
Cc1ccc(NC(=O)c2cccc(Oc3ccc([N+](=O)[O-])cc3)c2)c(C(=O)O)c1	-10
CC1(C)C(=O)OC(c2ccc([N+](=O)[O-])cc2)C2(CCCCC2)C1=O (centres undefined)	-1
O=C(Cc1cccs1)Nc1ccccc1C(=O)O	-3
COc1ccc(-n2nc(C(=O)N(C)Cc3ccccc3)c3ccccc3c2=O)c(OC)c1	2
O=C(CCCCCN1C(=O)c2ccccc2C1=O)NCc1ccccc1	-13
O=C(Cn1c(=O)[nH]c2ccccc2c1=O)NC1CC1	-6
O=C(CCS(=O)(=O)Cc1ccc(Cl)cc1)NCC1CCCO1 (centres undefined)	-3
O=C(c1cc2cc(Br)ccc2oc1=O)N1CCSC1c1ccc([N+](=O)[O-])cc1 (centres undefined)	-2
CCOc1ccc2nc(SCc3c[nH]c4cc([N+](=O)[O-])ccc34)sc2c1	3
O=C(CCS(=O)(=O)c1nc(-c2ccc3c(c2)OCO3)cc(C(F)(F)F)n1)Nc1cccc(O)c1	-28
C=CCn1c(SCc2c(C)noc2C)nc2cc(C(=O)O)ccc2c1=O	-4
Cc1ccccc1C(=NS(=O)(=O)c1ccc(Br)cc1)Nc1ccccc1	-2
O=C(CN1C(=O)C2C3C=CC(C3)C2C1=O)OCC(=O)c1ccc(Br)cc1 (centres undefined)	3
Cc1[nH]nc2c1C(c1ccccc1F)NC2=O (centres undefined)	-2
COCc1nnc(NC(=O)c2ccc(S(=O)(=O)N(C)C3CCCCC3)cc2)o1	6
O=C(Nc1cccc(OC(=O)c2cc(S(=O)(=O)N3CCOCC3)ccc2Cl)c1)c1ccco1	-3

# More structures follow:
SMILES,14-3-3 PPI
C=CCNC(=O)C1CC(=O)N(c2ccc(C)cc2)C1 (centres undefined),6
O=C(CSc1nc2c(sc(=S)n2Cc2ccco2)c(=O)n1-c1ccc(F)cc1)c1ccccc1,-57
COc1ccc(OC)c(S(=O)(=O)N2CCC(C(=O)N3CCc4ccccc4C3)CC2)c1,-1
CCC(C)NS(=O)(=O)c1ccc(F)c(C(=O)Nc2ccc(C)c(Cl)c2)c1 (centres undefined),-3
COc1cccc(NC(=O)c2cccc(N3C(=O)C4CC=C(C)CC4C3=O)c2)c1 (centres undefined),-3
CCOc1ccccc1C1N(c2ccc(F)cc2)C(=O)C2CCCN21 (centres undefined),-3
CCOC(=O)CCc1c(C)c(C#N)c2[nH]c3ccccc3n2c1=O,8
O=C(Nc1ccc(OCc2ccccc2)cc1)C1CC1,-7
COC(=O)C(NC(C)=O)(Nc1ccc(OC(F)(F)F)cc1)C(F)(F)F (centres undefined),-3
Cc1cc(C)cc(NC(=O)CSc2nc3c(c(=O)n2Cc2ccccc2)SC(C)C3)c1 (centres undefined),4
CCC(=O)N1CCc2cc(Br)cc(S(=O)(=O)CCC(=O)N3CCN(c4cc(C)ccc4C)CC3)c21,-7
Cc1nnc(SCCn2c(N3CCN(C)CC3)nc3c2c(=O)n(C)c(=O)n3C)s1,-5
N=C1C(c2nc3ccccc3s2)=C(O)CN1CCCO,-5
CCN(C(=O)c1cn(CC(C)C)c(=O)c2cc(OC)c(OC)cc12)c1cccc(C)c1,-4
CC(=O)Nc1nnc(Cc2ccccc2)s1,0
CCOC(=O)c1ccc(S(=O)(=O)Nc2ccccc2-c2nnn(CC)n2)cc1,1
COc1ccc(NC(=O)C2CC(=O)OC23CCCCC3)c([N+](=O)[O-])c1 (centres undefined),-6
N#Cc1c(NC(=O)c2cnn3c(C(F)(F)F)cc(-c4ccco4)nc23)sc2c1CCCC2,-4
CCCCCNC(=O)CCn1c(=O)oc2ccccc21,-9
CCCS(=O)(=O)N1CCC(C(=O)NCc2ccco2)CC1,-5
Cc1cccc(-c2nnc3n2N=C(c2ccccc2Br)CS3)c1,2
CCCC(=O)Nc1nc2ccc(S(=O)(=O)N3CCCCC3)cc2s1,0
Cc1cc(C)c2nc(C)cc(Nc3ccc4c(c3)OCCO4)c2c1,-10
Cc1ccccc1Cc1c(C)nc2c(C(=O)N3CCN(Cc4ccc5c(c4)OCO5)CC3)cnn2c1C,-2
CC1CCCCC12NC(=O)N(CC(=O)c1ccc[nH]1)C2=O (centres undefined),-45
Cc1ccc2cc(C3CC(c4ccco4)=NN3C(=O)CCCC(=O)O)c(Cl)nc2c1 (centres undefined),1
CC1=CC(C)(C)Nc2ccc(OC(=O)c3cccc([N+](=O)[O-])c3)cc21,10
O=C(Nc1ccc(-c2nc3ccccc3[nH]2)cc1)c1ccc([N+](=O)[O-])cc1Cl,11
Cc1ccc(C(=O)C[n+]2cc(Br)cc3ccccc32)cc1,-23
O=C(Cn1cnc2c(oc3ccccc32)c1=O)NCc1ccco1,-5
N=c1c(C(N)=O)cc2c(=O)n3ccccc3nc2n1CCc1ccccc1,-23
CCc1ccc(CNC(=O)CCc2nc(-c3ccc(OC)cc3)no2)cc1,-6
Cc1cc(OCc2nn[nH]n2)c2c(-c3ccccc3)cc(=O)oc2c1,-5
Cc1sc2nc(SCC(=O)NCc3ccccn3)[nH]c(=O)c2c1C,-5
O=C(c1cc2c(s1)CCCC2)N1CCN(Cc2ccc3c(c2)OCO3)CC1,4
